mcGAS MS inh: inhibitors of mouse cGAS. recombinant mouse cGAS, cGAMP by RapidFire MS. Q8C6L5. inhibition, % at 12.5 µM. hit rate 0.18% among 130,000. AID 1259397;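 active = inhibition of cGAS enzyme activity at or above 60%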;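 also: enzyme stimulated by 45 bp dsDNA with ATP and GTP substrates; cGAMP share of summed cGAMP plus half ATP and half GTP signals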
Target sequence (Q8C6L5 whole entry, looked up): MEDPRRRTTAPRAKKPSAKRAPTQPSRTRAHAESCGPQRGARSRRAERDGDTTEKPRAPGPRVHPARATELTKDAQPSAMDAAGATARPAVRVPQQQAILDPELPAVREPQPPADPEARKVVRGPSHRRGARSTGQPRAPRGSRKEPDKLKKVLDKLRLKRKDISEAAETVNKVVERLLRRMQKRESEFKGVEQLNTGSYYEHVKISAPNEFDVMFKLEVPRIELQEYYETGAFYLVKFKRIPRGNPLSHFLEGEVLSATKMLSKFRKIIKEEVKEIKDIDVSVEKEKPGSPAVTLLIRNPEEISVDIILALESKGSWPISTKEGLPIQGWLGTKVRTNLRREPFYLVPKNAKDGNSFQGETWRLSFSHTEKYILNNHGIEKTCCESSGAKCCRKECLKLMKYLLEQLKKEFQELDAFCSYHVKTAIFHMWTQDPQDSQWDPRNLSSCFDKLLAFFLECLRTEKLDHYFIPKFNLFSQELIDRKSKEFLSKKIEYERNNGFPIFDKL
* marks the source's active call; other numbers are inactive results; & = joins results of further samples. Some of the compounds tested (hit frequency here may not be typical).

SMILES	mcGAS MS inh
CN(CCCc1nccn1C)C1CCC2(CCNCC2)CC1	1
Cc1cc(C(=O)N(CC2CCN(C3CCCC3)CC2)CC2CCCO2)n[nH]1 (centres undefined)	-7
CCN1CCOC(CCNS(=O)(=O)c2cc3ccccc3o2)C1 (centres undefined)	-15
O=S(=O)(NCCc1cn(Cc2ccc(Cl)cc2)c2ccccc12)c1cccc(Cl)c1	13
CN1CCCCC1CCNC(=O)c1ccc(-c2cccc3ncccc23)nc1 (centres undefined)	-15
CCC1(CC)NC(=O)N(CCCC2CCCC2)C1=O	-5
Cc1ncc(CN(C)CCOc2cccc(S(C)(=O)=O)c2)s1	-2
CSc1cccc(CNC(=O)Cc2csc(C(C)=O)c2)c1	-16
CCOc1ncccc1-c1cc(N2CCOCC2)nc(N)n1	-7
CNc1cccc(-c2cccc(NC(C)=O)c2)n1	-8
CCS(=O)c1ccccc1C(=O)N1CCCC1 (centres undefined)	-6
COC(=O)c1nc(NC2=NCCCCC2)n[nH]1	-1
Cc1cccc2ncnc(N3CCOC(C)C3)c12 (centres undefined)	-10
CCOC(=O)c1c(NC(=O)CSc2nnc(C)s2)oc(C)c1C(C)=O	-5
N#CC(=Cc1cccc(O)c1)c1nc(-c2ccc(F)cc2)cs1	0
O=C(NCCN1CCn2cc(OCc3ccccc3)c(=O)cc2C1=O)c1ccccc1	-9
CCCn1ccnc1-c1c(-c2ccccc2)ncn1Cc1c(C)n[nH]c1C	-3
Cc1ccccc1N1CCN(c2ncccc2CNCc2cnc(C)n2C)CC1	-5
CCC(c1ccccn1)N(C)C(=O)Cc1cc(C)no1 (centres undefined)	-38
CCOC(=O)C1=NOC2(CCN(S(C)(=O)=O)CC2)C1	-9
COc1ccc(-c2ccccc2NC(=O)C2CCCN2C(=O)c2cscn2)cc1 (centres undefined)	-7
c1cnn(-c2ccc(CN3CCCC4CCCCC43)cc2)c1 (centres undefined)	13
Cc1noc(C)c1NC(=O)NCc1ccc2[nH]c3c(c2c1)CCCC3	12
COc1ccc(CN2CCC2(C)C(=O)Nc2ccc(C)c(O)c2)c2ccccc12 (centres undefined)	-6
NC(=O)c1c(NC(=O)COC(=O)CN2C(=O)CNC2=O)sc2c1CCC2	-12

Additional results
SMILES	mcGAS MS inh
N#Cc1ccc(CN2CCN(CCc3cccs3)CC2)c(F)c1	-40
O=c1nc(/C=C/c2ccccc2)oc2ccccc12	-11
COc1ccc(OC)c(C2c3c([nH]c(=O)[nH]c3=O)N=C3COC(=O)C32)c1 (centres undefined)	-11
COc1ccc(CC2CN(C(=O)CCc3cn[nH]c3)CCO2)cc1 (centres undefined)	-9
CC(c1nc2ccccc2c(=O)n1Cc1ccccc1)N(C(=O)Nc1ccc(Cl)c(Cl)c1)c1cccc(O)c1 (centres undefined)	-4
O=C(c1ccc(Br)o1)N1CCC2(CCCc3ccccc32)C1 (centres undefined)	-3
Cc1c(C(=O)N(C)Cc2ccc(F)cc2)sc(=O)n1CC(=O)c1ccccc1F	4
Cc1noc(C)c1CC(=O)NC(c1ccc(Cl)cc1)C1CC1 (centres undefined)	-2
COc1cc(C(=O)N(CC#N)CC#N)c([N+](=O)[O-])cc1OC	-5
COc1ccc(/C(C)=N\N=C2/NC(=O)C(CC(=O)Nc3cc(Cl)ccc3Cl)S2)cc1 (centres undefined)	-39
COC(=O)c1ccc(NCC(=O)N2C(C)CCCC2C)cc1 (centres undefined)	-7
CCC(C)N(Cc1ccc(C(=O)O)cc1)C1CCCC1 (centres undefined)	2
C=CCN(CC(=O)N(C)c1ccccc1)S(=O)(=O)c1ccccc1F	-8
CCOP(=O)(O)CCl	5
CC(=O)Nc1ccc(-c2nccn2C(C)c2ccc(-n3cncn3)cc2)cc1 (centres undefined)	-8
Cc1nc(C2NC(=O)CN2Cc2ccc(-c3ccccc3)cc2)cs1 (centres undefined)	-3
CCOCCn1c(=S)[nH]c2c1c(=O)[nH]c(=O)n2C	-2
CCSC1CCCCN(CC(=O)NCC(C)(C)N2CCOCC2)C1 (centres undefined)	-7
O=C(NCCc1ccc2c(c1)OCCO2)c1ccc(-n2ccnc2)nc1	-4
O=C(O)c1cccc(CC2CCN(C(=O)CCc3cccnc3)CC2)c1	-23
Cc1[nH]cnc1CN(C)Cc1nc(-c2cccnc2)no1	-17
Cc1nnc(CNC(=O)C2CCCCN2Cc2ccc(F)cc2)n1C (centres undefined)	-16
Cc1cnccc1N1CCCN(C2CCC3(CCNCC3)CC2)CC1	-25
CCc1cc(-c2n[nH]c(C)c2-c2nc3ccccc3s2)c(O)c(CN2CCN(C)CC2)c1O	-9
O=[N+]([O-])c1ccc(C2=Nn3c(nnc3-c3ccccc3)SC2)cc1	-7

3 records drawn at random from those above, as already listed:
SMILES	mcGAS MS inh
CC(c1nc2ccccc2c(=O)n1Cc1ccccc1)N(C(=O)Nc1ccc(Cl)c(Cl)c1)c1cccc(O)c1 (centres undefined)	-4
O=[N+]([O-])c1ccc(C2=Nn3c(nnc3-c3ccccc3)SC2)cc1	-7
C=CCN(CC(=O)N(C)c1ccccc1)S(=O)(=O)c1ccccc1F	-8

Shown as labelled records: entries from further up
N#CC(=Cc1cccc(O)c1)c1nc(-c2ccc(F)cc2)cs1
  mcGAS MS inh = 0
O=C(NCCN1CCn2cc(OCc3ccccc3)c(=O)cc2C1=O)c1ccccc1
  mcGAS MS inh = -9
CCCn1ccnc1-c1c(-c2ccccc2)ncn1Cc1c(C)n[nH]c1C
  mcGAS MS inh = -3
Cc1ccccc1N1CCN(c2ncccc2CNCc2cnc(C)n2C)CC1
  mcGAS MS inh = -5

Molecules shown so far that have a thiophene ring, fused or not (3):
SMILES	mcGAS MS inh
CSc1cccc(CNC(=O)Cc2csc(C(C)=O)c2)c1	-16
NC(=O)c1c(NC(=O)COC(=O)CN2C(=O)CNC2=O)sc2c1CCC2	-12
N#Cc1ccc(CN2CCN(CCc3cccs3)CC2)c(F)c1	-40

Next section
SMILES	mcGAS MS inh
COc1cccc(CC(=O)N2CCC(N3CCC(C(=O)N4CCCC4)CC3)CC2)c1	-13&-7
CC1=C(C(=O)OCC2CCCO2)C(c2ccc([N+](=O)[O-])cc2)NC(=O)N1 (centres undefined)	-6
Cc1ccccc1CN1CCCC(CNC(=O)C2(c3ccc(Cl)cc3)CC2)C1 (centres undefined)	-4
CC(C)(C)CCNC(=O)N1CCN(c2nc3ccccc3s2)CC1	-14
Cc1cc(Cl)c2oc(C(=O)N3CCC(CCN4CCCC4=O)CC3)c(C)c2c1	-3
CC1CCN(C(=O)CSc2nc(=O)n3cc(Cl)ccc3n2)CC1	-7
Cc1sc(NC(=O)C(C)(C)C)c(C(N)=O)c1C	-9
Cc1cc(C)n2nc(SCCC(N)=O)nc2n1	-5
CC(Oc1ccc(Br)cc1)c1nn2c(=O)c3ccccc3nc2n1N (centres undefined)	-12
COC1CCCCC1OC(=O)C1CCN(C(=O)C2CC2)CC1 (centres undefined)	-5
COCc1[nH]n2c(=O)c(C)c(C)nc2c1-c1ccc(Cl)cc1	-65
Cc1nc(CC(=O)Nc2nc(-c3ccc4c(c3)OCO4)cs2)cs1	-3
Cc1ccc(S(=O)(=O)C(C#N)=C2N(C)c3ccccc3N2C)cc1	1
CCC1(O)CCCN(c2nc(C)nc3c2CCN(C(C)=O)CC3)C1 (centres undefined)	-20
Nc1nc(SCC(=O)NC2CCCCC2)nc2sc3c(c12)CCCC3	3
CCc1c(C)sc(NC(=O)c2c(-c3ccccc3Cl)noc2C)c1C(=O)OC(C)C	2
COc1ccc(C(CNC(=O)COc2cc(Cl)ccc2Cl)N2CCOCC2)cc1 (centres undefined)	-2
COc1ccc(CC(=O)Nc2ccc3nc(N(C)C)ccc3c2)cc1F	-27
CCN(C(=O)c1ccc(NC(=O)C2CCC2)cc1)C1CCS(=O)(=O)C1 (centres undefined)	-29
CO[C@H]1CN(Cc2cn(-c3ccccc3)nc2-c2ccncc2)CC[C@H]1N	-19
Cc1ccc(CCN(CC2CCCO2)C(=O)c2cc[nH]c(=O)c2)cc1 (centres undefined)	-3
CCNC(=O)CN(CC)Cc1nnc(C(C)(C)C)o1	2
CC1=C(C(=O)N(C)C)Sc2nnc(Cc3cccc4ccccc34)n2N1	-32&0
CCOCCn1c(=O)c2c(nc3n2CC(C)CN3c2ccc(OC)cc2)n(C)c1=O (centres undefined)	-6
Fc1cccc(F)c1CCC1CCCN(Cc2nnc(C3CC3)o2)C1 (centres undefined)	-16

Molecules shown so far that contain bromine, in the order listed:
SMILES	mcGAS MS inh
O=C(c1ccc(Br)o1)N1CCC2(CCCc3ccccc32)C1 (centres undefined)	-3
CC(Oc1ccc(Br)cc1)c1nn2c(=O)c3ccccc3nc2n1N (centres undefined)	-12

Next section:
SMILES	mcGAS MS inh
Cc1ccc2c(Cl)cc(Cl)c(OCc3nc4ccccc4c(=O)[nH]3)c2n1	26
CC(Cn1cccn1)NC(=O)Nc1ccc(OCC(F)(F)F)nc1 (centres undefined)	-4
CCCSc1nc(N2CCCC2)c2c(c1C#N)CC(C)(C)OC2	-30
COC(=O)C1CN(Cc2ccccc2)C(=O)CN1C(C)=O (centres undefined)	-13
Cc1cc(C)c(CNC(=O)N2CCN(c3nc(C)cs3)CC2)c(C)c1	-20
CC(=O)Nc1ccc(CN2C(=O)C(C)ON=C2c2ccccc2F)cc1 (centres undefined)	-4
Cc1cccc2[nH]c(C3CCN(Cc4ncccc4C(=O)O)CC3)nc12	-11
O=C1C(=CC=Cc2ccccc2[N+](=O)[O-])SC(=S)N1c1ccc(O)cc1	2
C[C@@H]1O[C@@H](O[C@H]2[C@@H](Oc3cc(O)c4c(c3)O[C@H](c3ccc(O)cc3)CC4=O)O[C@H](CO)[C@@H](O)[C@@H]2O)[C@H](O)[C@H](O)[C@H]1O	-12
O=C1NCCN1c1ccc(F)c(C(=O)N2CCCC2c2ccco2)c1 (centres undefined)	-7
Cc1cc(OCc2ccccc2)c2c(C)c(CC(=O)O)c(=O)oc2c1	-4
CCCN(Cc1ccc(C#N)cc1)C(=O)C1CNC(=O)N1 (centres undefined)	0
Fc1ccc(OCc2nc(-c3ccc(Br)o3)no2)c(F)c1	-29
CC(CNC(=O)NCc1ccc(S(C)=O)cc1)c1cccs1 (centres undefined)	-69
CCC(C)c1nnc(C2(c3ccc(Br)cc3)CCOCC2)o1 (centres undefined)	-13
Cc1csc(NC(=O)CSc2nc3[nH]ncc3c(=O)[nH]2)n1	-4
Fc1ccc(C=NNc2ccc(C(F)(F)F)cn2)c(F)c1	-15
CCOC(=O)NC1CCCN(C(=O)NCCc2cccc3ccccc23)C1 (centres undefined)	1
Cc1ccc(C)c(CSc2ncc(CO)n2CC(=O)NC(C)C)c1	-3
Cc1ccc(O)c(C(=O)N(C)Cc2nccn2C)c1	-9
COc1ccc(CNC(=O)N(C)CC(=O)Nc2ccc(F)cc2)cc1	4
Cc1ccnc(NCCNC(=O)c2cc(C)[nH]n2)c1	-12
COCCCn1ccc2c(nnc3c(-c4ccccc4)c(COC)nn32)c1=O	-20
Cc1nccn1CC1CCCN(Cc2nc3ccccc3n2C)C1 (centres undefined)	-14
Cc1cc(C)c(S(=O)(=O)NC(C)c2ccccc2)c(C)c1 (centres undefined)	-19

The results go on:
SMILES	mcGAS MS inh
COc1cccc(C(=O)Nc2c3c(nn2-c2ccc(C)cc2)CS(=O)C3)c1OC (centres undefined)	-7
Clc1ccc2c(c1)C1=C(C=Nn3c(nnc3-c3ccccc3)S1)CO2	-10
CCn1ncnc1CN1CCC(c2n[nH]c(=O)n2Cc2ccccc2)CC1	-14
Cc1ccc(C)c(-n2cnnc2SCC(=O)N(C)c2ccccc2)c1	-2
O=C1NC2(CCCC2)C(=O)N1CCS(=O)(=O)Oc1ccc(Cl)cc1Cl	-9
O=C(O)c1ccc2cc[nH]c2c1	-8
Cc1cc(=O)[nH]c(SCc2nc3ccccc3s2)n1	-10
CC(NC(=O)c1cccc(CN2C(=O)CSC2=O)c1)C(C)(C)C (centres undefined)	0
CCC1C(=O)N(C)CCc2ccccc21 (centres undefined)	-9
Cc1ccc(Nc2nc(N3CCN(CCO)CC3)nc3nccnc23)c(C)c1	-16
COc1ccc(-c2ccccc2NC(=O)C2CCCN2C(=O)C2CCCC2)cc1 (centres undefined)	6
COC(=O)[C@@H](C)NC(=O)c1sccc1C#N	-1
O=C(c1cccc(C(F)(F)F)c1)N1CCCC(CO)(CCc2ccccc2)C1 (centres undefined)	1
CCSc1nc2c(c(=O)n1-c1ccccc1OC)SCC2	-6
C=C(C)Cn1c(SCC(=O)N/N=C\c2ccc(OC)c(OC)c2)nnc1-c1ccc(Br)cc1	1
C=C(C)COc1cccc(C(=O)N(C)C(C)c2c(C)n[nH]c2C)c1 (centres undefined)	-10
CC(C)N=c1scc(-c2ccco2)n1N=Cc1cc2c(cc1[N+](=O)[O-])OCO2	-10
CNC(=O)c1sc(-c2cc3ccccc3[nH]c2=O)nc1C	-7
Cc1cc(N2CC[C@@H](O)C2)c2cc(OC(F)F)ccc2n1	-7
Cc1ccc(CNC(=O)Cn2c(CO)cnc2SCc2ccc(C(F)(F)F)cc2)cc1	-11
CCN(CC)c1ccc(-n2nc3cc(C)c(NC(=O)c4cccnc4)cc3n2)cc1	3
CCOc1ccc(NC(=O)CC(=O)N2CCOC3(CNCCOC3)C2)cc1 (centres undefined)	-4
O=C(NCc1ccc(-n2cnc3ccccc32)cc1)N1CCCC(O)C1 (centres undefined)	-3
Cc1cc(C)c(OS(=O)(=O)c2ccc(F)cc2F)c(C)c1	-4
Cc1cc(C(=O)N2CCCC(C(=O)c3ccc(-c4ccccc4)cc3)C2)no1 (centres undefined)	-16

(continued)
SMILES	mcGAS MS inh
COCCN(C)C(=O)Nc1ccccc1-c1ccccc1	-12
CCC(=O)Nc1ccc(SCc2ccccn2)nn1	-1
Cc1nc(C(=O)Nc2ccc(C#N)cc2Br)ccc1C#N	-4
Cc1ccsc1CN(C)S(=O)(=O)c1cccc(F)c1C#N	-14
CCN(CC)c1ncccc1CNC(=O)c1c[nH]c2ccccc12	-44
Cc1cc(C(=O)NC(c2nnc3n2CCNCC3)C(C)C)nc(C)n1 (centres undefined)	-8
COC(=O)C1=C(O)/C(=C\c2ccc(OC)c(O)c2)SC1=Nc1ccccc1Cl	-3
